KDM4E inh: qHTS Assay for Inhibitors of Human Jumonji Domain Containing 2E (JMJD2E); Lysine-specific demethylase 4E (Homo sapiens), B2RXH2; JMJD2E catalytic domain, FDH-coupled NADH fluorescence (FDH is formaldehyde dehydrogenase); Potency, µM (titrated, usually from 57.1 µM), without a hit: top-dose activity change, negative = inhibition, actives largely listed as inhibitors; hit rate 1.6% among 230,000; active means well fitted inhibition curve with a large enough effect, not every such curve was filed as active; inconclusive means small, poorly fitted or top-dose-only effect, or another doubt; inactive means no such curve, though single readings can be large or run the other way;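 further: 0% = wells with enzyme and -100% = buffer wells without enzyme; nearly all actives have a fitted effect of over 50% in size; many of its hits are not listed in these tables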
Target sequence (B2RXH2 1-337 limits assumed): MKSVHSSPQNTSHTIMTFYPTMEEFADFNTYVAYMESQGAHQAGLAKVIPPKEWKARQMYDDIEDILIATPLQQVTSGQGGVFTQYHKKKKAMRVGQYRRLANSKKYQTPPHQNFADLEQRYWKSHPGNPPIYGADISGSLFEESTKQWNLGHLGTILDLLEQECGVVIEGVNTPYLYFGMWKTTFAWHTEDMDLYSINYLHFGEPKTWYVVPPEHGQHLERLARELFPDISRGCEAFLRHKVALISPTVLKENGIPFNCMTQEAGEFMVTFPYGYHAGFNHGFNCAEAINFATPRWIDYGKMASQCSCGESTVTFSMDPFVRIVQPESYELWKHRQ
aGal spleen mod: qHTS Assay for Inhibitors and Activators of Human alpha-Galactosidase From Spleen Homogenate | Alpha-galactosidase A (Homo sapiens), P06280 | human spleen homogenate, 4MU-alpha-Gal fluorescence, 40 min | Potency, µM (titrated, usually from 80 µM), for inactives: top-dose activity change, negative = inhibition, usual class: inhibitors | hit rate 0.008% among 240,000 | AID 2107, 2009;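 further: 0% = enzyme with vehicle and -100% = no enzyme basal signal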
Target sequence (P06280 32-429 limits assumed): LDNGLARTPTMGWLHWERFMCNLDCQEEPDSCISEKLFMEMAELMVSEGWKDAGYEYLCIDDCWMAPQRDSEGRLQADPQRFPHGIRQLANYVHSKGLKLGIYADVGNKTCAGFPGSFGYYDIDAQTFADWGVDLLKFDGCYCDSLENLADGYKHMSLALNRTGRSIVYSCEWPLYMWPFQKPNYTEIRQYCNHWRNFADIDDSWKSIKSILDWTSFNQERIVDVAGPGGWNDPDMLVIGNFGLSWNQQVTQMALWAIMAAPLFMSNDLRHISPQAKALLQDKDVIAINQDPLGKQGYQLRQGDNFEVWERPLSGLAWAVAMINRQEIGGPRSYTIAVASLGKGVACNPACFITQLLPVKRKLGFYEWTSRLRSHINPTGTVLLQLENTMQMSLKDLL
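Fluorogenic readout (Ex 365/Em 440 nm) of 4-methylumbelliferone released from 1 mM 4-MU-alpha-galactoside by spleen homogenate, 40 min at 37C, pH 5.0. Data normalized to no-enzyme and enzyme controls; Hill-equation AC50 from compound titrations.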
ALDH1A1 block: qHTS Assay for Inhibitors of Aldehyde Dehydrogenase 1 (ALDH1A1); Aldehyde dehydrogenase 1A1 (Homo sapiens), P00352; Purified ALDH1A1, NADH fluorescence, propionaldehyde substrate; Potency, µM (highest dose often 75.3 µM), without a hit: at the top dose activity, negative = inhibition, most hits filed as inhibitors; hit rate 7.3% among 220,000; active means well fitted inhibition curve with a large enough effect, not every such curve was filed as active; inconclusive means small, poorly fitted or top-dose-only effect, or another doubt; inactive means no such curve, though single readings can be large or run the other way;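 further: plate controls were no enzyme wells and a reference inhibitor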
GAA glycogen: qHTS Assay for Inhibitors and Activators of Human alpha-Glucosidase Cleavage of Glycogen | hit rate 0.38% among 300,000 | Lysosomal alpha-glucosidase (Homo sapiens), P10253 | recombinant GAA, glycogen substrate, Amplex Red glucose oxidase fluorescence | Potency, µM (doses to about 76.4 µM), for inactives: at the highest dose activity change, negative = inhibition, hits mostly inhibitors;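 further: 0% = full enzyme reaction and -100% = no-enzyme basal signal; the screen sought inhibitors and activators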
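Recombinant enzyme (4 nM final) with compounds titrated up to 77 uM and bovine liver glycogen (30 ug) in citrate pH 5.0, 0.01% Tween-20, 37 C 40 min. Released glucose detected by Amplex Red/glucose oxidase (Ex 573/Em 610); AC50 from Hill fits.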
GoLoco inh red: qHTS Assay for Inhibitors of RGS12 GoLoco Motif Activity (Red Fluorophore) | Guanine nucleotide-binding protein G(i) subunit alpha-1 (Homo sapiens), P63096 | Gai1:RGS12 GoLoco peptide FP, rhodamine, 10 min | Potency, µM (titrated, usually from 61.6 µM), inactives show at the highest dose activity, negative = inhibition, most hits filed as inhibitors | hit rate 0.44% among 230,000; active means well fitted inhibition curve with a large enough effect, not every such curve was filed as active; inactive means no such curve, though single readings can be large or run the other way; further: on the % scale 0 is the no-effect control and ±100 the full control effect; nearly all actives have a fitted effect of over 30% in size; many of its hits are not listed in these tables
Target sequence (P63096 whole entry, looked up): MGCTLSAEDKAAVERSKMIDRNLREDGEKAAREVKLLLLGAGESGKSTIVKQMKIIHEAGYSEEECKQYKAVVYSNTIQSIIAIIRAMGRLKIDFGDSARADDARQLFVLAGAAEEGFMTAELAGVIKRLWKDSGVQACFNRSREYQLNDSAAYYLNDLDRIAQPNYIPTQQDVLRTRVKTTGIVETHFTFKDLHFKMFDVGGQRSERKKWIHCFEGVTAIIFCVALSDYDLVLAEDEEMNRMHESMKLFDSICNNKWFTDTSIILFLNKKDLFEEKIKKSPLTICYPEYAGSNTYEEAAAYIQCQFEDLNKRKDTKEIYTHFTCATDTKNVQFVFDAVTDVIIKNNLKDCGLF
aGlu spleen mod: qHTS Assay for Inhibitors and Activators of Human alpha-Glucosidase From Spleen Homogenate | Lysosomal alpha-glucosidase (Homo sapiens), P10253 | human spleen homogenate, 4-MU-alpha-glucoside fluorescence | Potency, µM (series often up to 79.9 µM), for the others: at the top dose activity change, negative = inhibition, most hits filed as inhibitors | hit rate 0.006% among 240,000;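 further: 0% = enzyme with vehicle and -100% = no enzyme basal signal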
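AC50 values come from Hill-equation fits of concentration-response data, normalized to no-enzyme and full-activity controls. Enzyme source: 1 ug human spleen homogenate; 1 mM fluorogenic 4-MU glucoside, pH 5.0 citrate buffer, 37 C, 40 min.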
GAA inh: qHTS Assay for Inhibitors of Human alpha-Glucosidase as a Potential Chaperone Treatment of Pompe Disease; Lysosomal alpha-glucosidase (Homo sapiens), P10253; purified human GAA, 4-MU-alpha-glucoside fluorescence; Potency, µM (top dose mostly 76.9 µM), inactives show top-dose activity change, negative = inhibition, hits mostly inhibitors; hit rate 0.005% among 200,000; AID 1466, 2008;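 further: plate controls were uninhibited enzyme wells for no effect and no-enzyme background for full effect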
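Endpoint fluorogenic read: 20 min room-temperature reaction of 4 nM human alpha-glucosidase with 400 uM 4-methylumbelliferyl-alpha-D-pyranoside, pH 5.0, quenched with 1M NaOH/1M glycine pH 10. AC50 from Hill modeling.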
SMN2 splice up: qHTS Assay for Enhancers of SMN2 Splice Variant Expression; hit rate 2.8% among 210,000; Potency, µM (top dose mostly 46.1 µM), inactives show at the highest dose activity change, positive = activation, hits mostly activators; HEK293 SMN2-luciferase splicing reporter, luminescence, 30-36 h; further: % of control where 0% means no effect; nearly all actives have a fitted effect of over 55% in size
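HEK293 cells carry an SMN2 minigene-luciferase reporter in which exon 7 inclusion puts luciferase in frame. Cells were seeded at 2000 cells/well, attached for 10-12 hours, then exposed to compounds for 30-36 hours at 37C before ONE-Glo luminescence.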
Active calls of the source: *; ? = inconclusive; · = no result given; & = joins results of further samples; ! = repeats disagree; [ ] = another dose, or the depositor's remark. Unless noted, the call rests on the fitted dose curve; in most records, active means well fitted curve in the direction sought with a large enough effect; inconclusive means small, poorly fitted or top-dose-only effect, or another doubt; inactive means no such curve, though single readings can be large; an effect the other way counts as inactive or inconclusive. Potency means the concentration at half of the fitted maximal effect. These rows are one share of the data (hit frequency here may not be typical).

| SMILES | GoLoco inh red | aGal spleen mod | GAA glycogen | GAA inh | KDM4E inh | ALDH1A1 block | SMN2 splice up | aGlu spleen mod |
| --- | --- | --- | --- | --- | --- | --- | --- | --- |
| Cc1ccccc1-c1nn(-c2ccc(F)cc2F)cc1CNC1CC1 | -2% | -1% | 4% | · | -3% | -18% | · | -4% |
| Cc1cccc(Sc2ccc([N+](=O)[O-])cc2[N+](=O)[O-])n1 | 2% | -4% | 8% | -14% | 6% | 0% | -13% | 0% |
| O=C(NCCc1c[nH]c2ccc(Cl)cc12)c1cccnc1 | 3% | 1% | -2% | -4% | 0% | 11% | -10% | 3% |
| COc1ccc(NC(=O)N2CCC(c3nc4ccccc4[nH]3)CC2)cc1 | 5% | 5% | -3% | 4% | 0% | -17% | -42%[inhibitor] | 4% |
| CC(=O)NCCC(=O)Nc1nc(-c2cccs2)c(-c2cccs2)s1 | 41%[activator] | 1% | 12% | 2% | -2% | ? | ? | -2% |
| Cc1c(-c2nnc(SCC(=O)O)n2-c2ccccc2Br)nnn1-c1ccccc1 | -4% | -3% | 7% | -2% | 12% | -1% | -6% | 7% |
| COc1ccc2c(c1)C=CC1(O2)N(CCO)c2ccccc2C1(C)C (configuration not stated) | 81% | -4% | ? | 2%[15.4 µM] | -16% | 3% | -40%[inhibitor] | 4% |
| c1ccc(Cn2c[n+](Cc3ccccc3)cn2)cc1 | 1% | 4% | -1% | · | 2% | · | · | 9% |
| Cc1ccc(C)c2[nH]c(=O)c(CN(CC3CCCO3)C(=S)NCc3ccco3)cc12 (configuration not stated) | -46% | 5% | 4% | · | ? | · | · | -3% |
| CCOC(=O)c1c(C)[nH]c(C(=O)N2CCCC(C(=O)c3cccc(OC)c3)C2)c1C (configuration not stated) | 6% | -13% | -7% | · | ? | 2% | · | -9% |
| COc1ccc(OCCCC(=O)Nc2nccs2)cc1 | 4% | 1% | -1% | 1% | 1% | -5% | · | -3% |
| COc1ccccc1-c1cc(C(=O)Nc2c(F)cc(F)cc2Br)no1 | 7% | -4% | -7% | -8% | ? | 6% | -6% | -10% |
| Cn1c(=O)c2c(nc(SCc3cc4c(cc3Cl)OCO4)n2C)n(C)c1=O | 2% | 0% | 2% | 2% | 0% | 3% | -1% | 7% |
| CC(=O)Nc1ccc(NC(=O)C(C)OC(=O)C2(c3ccc(F)cc3)CCCC2)cc1 (configuration not stated) | -2% | 0% | -3% | -6% | 1% | 0% | -73%[inhibitor] | -4% |
| C=CCOc1ccc(Br)cc1CNCCCN1CCOCC1 | 4% | -2% | 4% | 2% | -3% | 0% | -3% | -2% |
| CCCn1c(SCC(=O)N2c3ccccc3CCc3ccccc32)nc2c1c(=O)n(C)c(=O)n2C | 5% | 3% | -9% | 4% | -4% | 11µM* | 2% | -2% |
| O=C(/C=C/Nc1ccc(F)c(Cl)c1)c1ccco1 | -22% | ? | 21% | ? | 4% | 28µM* | ? | -20% |
| CCOc1cc(NC(=S)NCCCOC)c(OCC)cc1NC(=O)c1ccco1 | 3% | -14% | -16% | -8% | -1% | ? | 0% | -3% |
| CCOc1ccc(NC(=O)COC(=O)C2(C)CC2(Cl)Cl)c([N+](=O)[O-])c1 (configuration not stated) | 8% | 0% | -2% | -6% | 10% | 0% | -3% | 1% |
| C/C(=N\NC(=S)NCc1ccccc1)c1ccc2ccccc2c1 | 0% | 0% | -26% | 2% | -27% | 3% | ? | -7% |

Some of the entries so far, as labelled records.
Cc1cccc(Sc2ccc([N+](=O)[O-])cc2[N+](=O)[O-])n1
- GoLoco inh red: 2%
- aGal spleen mod: -4%
- GAA glycogen: 8%
- GAA inh: -14%
- KDM4E inh: 6%
- ALDH1A1 block: 0%
- SMN2 splice up: -13%
- aGlu spleen mod: 0%

CC(=O)Nc1ccc(NC(=O)C(C)OC(=O)C2(c3ccc(F)cc3)CCCC2)cc1 (configuration not stated)
- GoLoco inh red: -2%
- aGal spleen mod: 0%
- GAA glycogen: -3%
- GAA inh: -6%
- KDM4E inh: 1%
- ALDH1A1 block: 0%
- SMN2 splice up: -73%[inhibitor]
- aGlu spleen mod: -4%

COc1ccc(NC(=O)N2CCC(c3nc4ccccc4[nH]3)CC2)cc1
- GoLoco inh red: 5%
- aGal spleen mod: 5%
- GAA glycogen: -3%
- GAA inh: 4%
- KDM4E inh: 0%
- ALDH1A1 block: -17%
- SMN2 splice up: -42%[inhibitor]
- aGlu spleen mod: 4%

Next structures follow:
| SMILES | GoLoco inh red | aGal spleen mod | GAA glycogen | GAA inh | KDM4E inh | ALDH1A1 block | SMN2 splice up | aGlu spleen mod |
| --- | --- | --- | --- | --- | --- | --- | --- | --- |
| CC1=C(C(=O)OCc2ccccc2)C(c2ccccc2-c2ccccc2)NC(=O)N1CCCCCC(=O)O (configuration not stated) | 23%&14% | 2%&-2% | 3% | 5% | -5%&-13% | ? | -1%&-9% | -1%&-11% |
| Cc1ccc(C2C3=C(CC(C)(C)CC3=O)OC3=C2C(=O)CC(C)(C)C3)cc1 | -13% | 1% | -9% | 6% | 3% | 8% | -4% | -2% |
| Nc1c(C(=O)CCC(=O)O)oc2ccc(Cl)cc12 | 5% | 2% | 10% | 6% | ? | ? | -11% | -19% |
| COC(=O)c1cccc(NC(=O)Cn2cnc3c2c(=O)n(C)c(=O)n3C)c1 | -42% | 1% | 0% | 2% | -2% | 6% | -7% | 0% |
| Cc1ccc(C(=O)NCCNC(=O)c2ccccc2)cc1 | 4% | 7% | 4% | -2% | -3% | 2% | 6% | 7% |
| O=C(CSc1nnc(CNC(=O)C23CC4CC(CC(C4)C2)C3)n1-c1ccccc1)Nc1ccccc1 | -14% | -20% | 12% | 2% | 1% | 3% | 4% | -13% |
| COc1ccc(C(N)=O)cc1N | 2% | 4% | 0% | -11% | -20% | 1% | 23% | 1% |
| COc1ccccc1Nc1nc(N)nc(CN2CCC(C)CC2)n1 | 3% | 1% | -9% | -1% | 8% | 8% | -24% | -2% |
| COc1cc([N+](=O)[O-])cc2sc(NC(=O)C3CC3)nc12 | 16% | -4% | -1% | -11% | -8% | -1% | -4% | · |
| COc1ccc(C(=O)O)cc1N1C(=O)Nc2ccccc2N1O | 1% | -8% | -1% | 3% | ? | -4% | -9% | -1% |
| CCOC(=O)N1CCC(N2CCN(S(=O)(=O)c3ccc4ccccc4c3)CC2)CC1 | -2% | 2% | -9% | 3% | ? | ? | -40%[inhibitor] | -1% |
| CN(NC(=O)c1ccccc1F)c1nc(C(F)(F)F)nc2ccccc12 | 1% | 1% | -6% | -5% | -4% | 0% | -33%[inhibitor] | -9% |
| O=C(CN1C2=NCCCN2c2ccccc21)c1ccc(Cl)cc1Cl | -12% | 4% | -3% | -3% | 6% | 6% | 12% | 0% |
| NC(=O)COC(=O)c1cc(S(=O)(=O)N2CCOCC2)ccc1N1CCCCC1 | 11% | 3% | -9% | -13% | -3% | 0% | 8% | -6% |
| C/C=C/c1ccc(OCC(=O)NCc2ccccc2OC)c(OC)c1 | 13% | -9% | -6% | 1% | -8% | 2% | -24% | -1% |
| CCOC(=O)/C(C(N)=NCc1ccco1)=C(/O)c1ccccc1 | 2% | 1% | -6% | -24% | -5% | 3% | -7% | -4% |
| Cc1ccc(-c2noc(CSc3nnc(Cc4ccccc4)n3-c3cccc(C)c3)n2)cc1 | -4% | 5% | -8%[76.3 µM] | -7% | 2% | -11% | -21%&0% | -4% |
| O=C(O)/C=C/c1ccc(O)c(O)c1 | -8%&-13%&-30%&-3%&-29% | ? | 7.9µM* | -9%[15.4 µM] | 0.56µM*! | ? | -29%&14%&20%&3% | ? |
| CCN1CCN(Cc2c(C)[nH]c3ccc(OC)cc3c2=O)CC1 | 4% | -2% | 2% | -2% | ? | ? | -3% | 2% |
| COc1ccc(CC(=O)Nc2ccccc2N2CCCCC2)cc1OC | 3% | -2% | -4% | · | 6% | · | · | -8% |
| O=C(O)c1ccc2ncc(NC(=O)c3ccc(F)cc3)c(=O)n2c1 | 8% | -1% | 11% | · | ? | · | · | -1% |
| COc1ccccc1N1CCN(CCCCOc2ccc(F)cc2)CC1 | -6% | -17% | 12% | -8% | -24% | 25µM* | -18% | 4% |
| CCN(c1ccccc1)S(=O)(=O)c1cccc(C(=O)O)c1 | -2% | 1% | -2% | 5% | -4% | 13% | -5% | -1% |
| COc1ccc(S(=O)(=O)NC2CCCC2)cc1Br | -5% | -4% | -1% | -10% | 8% | 14% | 20% | -14% |
| O=C(NCCC1=CCCCC1)C(=O)NCc1ccncc1 | 18% | -6% | 25% | 8% | 3% | -1% | -6% | -6% |
| COc1cccc(NC(=O)c2nn(-c3ccc(OC)cc3OC)c(=O)c3ccccc23)c1 | -3% | 1% | -3% | 3% | 7% | 3% | -37%[inhibitor] | -7% |
| Cc1[nH]c2c(C)cccc2c1CN1CCC(CO)(Cc2ccccc2)CC1 | -3% | -5% | 0% | · | -6% | · | · | 0% |
| O=C(CN1C2CCCC1CC(NC(=O)C1CCCCC1)C2)NCc1ccc(F)cc1 (configuration not stated) | -10% | 8% | 5% | · | -2% | · | · | 5% |
| O=C(NCC1CCCO1)C1CC(=O)N(c2ccc(F)c(Cl)c2)C1 (configuration not stated) | -2% | 7% | -5% | 0%[15.4 µM] | -2% | 5% | 17% | 1% |
| O=C(Nc1ccc(Cl)c(Cl)c1)Nc1ccc(Br)cc1F | 7% | -20% | 11% | -9% | -18% | 0% | -22% | -10% |
| CNC(=O)CSc1nnnn1-c1cc(C)ccc1C | 0% | -2% | 4% | 5% | 2% | ? | -4% | 0% |
